Screening results: PubChem, several laboratories
Dengue-2 NS5 capping: Dengue-2 NS5 methyltransferase inhibitors, primary screen, biochemical, confirmation dose response (AID 588689). Dengue-2 NS5 methyltransferase capping enzyme assay, biochemical; higher % means a stronger effect. inhibition, % at 25 µM, or IC50 in µM where a hit was titrated. 340,000 tested, 0.3% active; in the data active = a potency from the dose series; inconclusive = inhibition above about 29% without an active follow-up result
NTR1 agonist: agonists of NTR1, primary screen, imaging, U2OS cells, beta-arrestin-GFP, high content (AID 493036); 330,000 tested, 0.17% active; activation, % at 20 µM; NTR1-U2OS beta-arrestin-GFP spot imaging, agonist mode; P30989;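 active = activation at or above 40% of the spot to cytoplasm intensity ratio, with at least 20 cells analyzed; inconclusive = wells under 20 cells, flagged as cytotoxic or low count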;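 also: 0% = DMSO without peptide and 100% = 100 nM NTR1 peptide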
Target sequence (P30989 whole entry, looked up): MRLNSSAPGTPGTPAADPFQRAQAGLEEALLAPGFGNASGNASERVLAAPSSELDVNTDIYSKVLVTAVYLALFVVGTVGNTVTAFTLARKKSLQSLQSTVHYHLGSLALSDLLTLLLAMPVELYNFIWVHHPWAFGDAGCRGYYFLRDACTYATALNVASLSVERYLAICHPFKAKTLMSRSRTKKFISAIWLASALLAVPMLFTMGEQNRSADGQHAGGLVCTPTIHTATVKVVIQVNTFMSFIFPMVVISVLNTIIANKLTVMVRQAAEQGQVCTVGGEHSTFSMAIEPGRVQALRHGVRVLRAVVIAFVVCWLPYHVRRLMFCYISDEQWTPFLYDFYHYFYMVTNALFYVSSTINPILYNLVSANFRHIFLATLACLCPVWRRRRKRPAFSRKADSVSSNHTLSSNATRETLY
RSV antiviral HEp-2: RSV antiviral activity via CPE protection, HEp-2 cells, primary 10 µM value included (AID 2391) | CPE inhibition, % at 10 µM; hits with a dose series show IC50 in µM | HEp-2 cells, RSV-induced CPE inhibition; higher % means a stronger effect | 310,000 tested, 0.13% active; in the data active = a potency from the dose series; inconclusive = CPE inhibition mostly from about 23% at the one dose, without a potency; inactive = the rest, 99 in 100 with CPE inhibition below about 21%; also: strong numbers were not always called active
MgcRacGAP inhibition: MgcRacGAP GTPase-activating activity inhibitors, confirmation, biochemical, ADP Hunter fluorescence; inhibition, % at 30 µM; hits with a dose series show IC50 in µM; AID 624330; MgcRacGAP-stimulated Rac1 GTP hydrolysis, ADP Hunter fluorescence; higher % means a stronger effect; GST-tagged Rac1 F28L mutant substrate; 340,000 tested, 0.6% active;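 active = first-screen hits whose inhibition reached a set limit at any dose in the follow-up dose series; inconclusive = inhibition above the set first-screen limit but never retested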;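 also: fluorescence reports GDP produced by GAP-driven GTP hydrolysis; strong numbers were not always called active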
UTI89 phage lysis: inhibition of K1F phage lysis, E. coli UTI89, bacterial capsule biogenesis inhibitors, alamar blue (AID 488966); E. coli UTI89 K1F phage lysis, alamar blue, 2 h; higher % means a stronger effect; inhibition, % at 100 µM, or IC50 in µM where a hit was titrated; 340,000 tested, 0.02% active;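 active = phage lysis inhibition, versus mean bacterial control, above a set limit; inconclusive = no clear call, values can overlap the other calls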;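 also: capsule biogenesis inhibitors block K1F phage lysis so surviving cells raise fluorescence; higher fluorescence means more inhibition of phage lysis; actives were called in the ten point dose series up to 300 µM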
West Nile antiviral: inhibition of WNV-induced cytopathic effect – cell-based, CPE readout (AID 1621); one-dose CPE inhibition, % at 10 µM; IC50 in µM for titrated hits; West Nile virus-infected cells, CPE inhibition; higher % means a stronger effect; 290,000 tested, 0.02% active; in the data active = a potency from the dose series; inconclusive = CPE inhibition mostly from about 3.7% at the one dose, without a potency; inactive = the rest, 99 in 100 with CPE inhibition below about 2.2%; also: strong numbers were not always called active
SV40 large T antigen: SV40 large T antigen inhibitors, biochemical (AID 1903); SV40 large T antigen ATPase/helicase inhibition assay; higher % means a stronger effect; inhibition, % at 20 µM; hits with a dose series show IC50 in µM; 310,000 tested, 0.39% active; in the data active = a potency from the dose series; inconclusive = inhibition mostly from about 32% at the one dose, without a potency; inactive = the rest, 99 in 100 with inhibition below about 32%; also: strong numbers were not always called active
AID2073: disruptors of CaV2.2 binding to Mint1 – biochemical, HTRF (AID 2073). 290,000 tested, 0.19% active. inhibition, % at 20 µM, or IC50 in µM where a hit was titrated. HTRF protein-protein interaction, Mint1-CaV2.2; higher % means a stronger effect; in the data active = inhibition mostly above about 51%, no sharp cut-off; inconclusive = no clear call, values can overlap the other calls; inactive = mostly below about 53%; also: some results filed as inactive read as strong as hits
SIAH1 antagonists: blockers of Siah-1 interaction with plectin peptide – biochemical, fluorescence polarization, rhodamine-plectin, uHTS, primary screen (AID 1817); Siah-1 / rhodamine-plectin peptide fluorescence polarization; higher % means a stronger effect; displacement, % at 20 µM; hits with a dose series show IC50 in µM; 290,000 tested, 0.02% active;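 active = displacement of at least 50% at 20 µM, with a fluorescence ratio check between 0.3 and a set limit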;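 also: plate controls were Siah plus tracer with DMSO for no effect and tracer alone without Siah for full effect; strong numbers were not always called active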
NTR1 agonist cell count 20 µM: also measured in NTR1 agonist; calls as there; cell count; measured here: cell count, cytotoxicity flag
Starred values were filed as active, the others as inactive; ? = inconclusive; / = no result given; [ ] = dose if it differs, or a comment. This is a random part of the collection; overall some 1.6% were active at least once.

canonical_smiles,Dengue-2 NS5 capping,NTR1 agonist,NTR1 agonist cell count 20 µM,RSV antiviral HEp-2,MgcRacGAP inhibition,UTI89 phage lysis,West Nile antiviral,SV40 large T antigen,AID2073,SIAH1 antagonists
CC1CCN(CC(O)COc2cccc(F)c2)CC1 (stereo not drawn),0.0%,0.8,61,1.1%,2.2%,?,-0.3%,4.3%,-5.7%,1.8%
O=C(Nc1ccc2c(c1)C(=O)NC2=O)c1ccc2ncsc2c1,-5.5%,1.9,83,2.3%,7.0%,-0.1%,0.1%,6.6%,-55.1%,-2.6%
Cc1cc(N)n(Cc2ccc(Cl)cc2)n1,3.9%,-0.9,43,4.1%,4.7%,0.0%,-0.2%,6.3%,-9.8%,0.1%
CN(C)CCCNc1ncc(C(F)(F)F)cc1Cl,-3.7%,0.6,32,-2.0%,2.6%,-1.0%,0.4%,-2.1%,1.6%,3.4%
O=C(O)CCCNC(=O)CCCn1nnc2ccccc2c1=O,-8.6%,4.2,47,1.7%,-1.4%,0.8%,0.2%,6.4%,11.9%,4.3%
Nc1cccc2nsnc12,12.4%,0.5,39,3.4%,3.1%,-0.2%,0.9%,55.7%,-27.3%,4.8%
Cc1ccc(-n2c(C)nn(CC#N)c2=O)cc1,1.4%,0.9,69,0.7%,1.4%,0.3%,-0.3%,29.0%,4.3%,10.2%
Cc1cc(C)nc(N2CCCC(CCC(=O)NCc3ccc(F)c(F)c3)C2)n1 (stereo not drawn),4.7%,1.0,45,2.0%,1.5%,0.6%,-0.9%,4.6%,7.7%,-1.1%
Cc1cc(NC(=O)CSc2nc3c(cc2C#N)CCCCC3)no1,-3.1%,1.8,45,2.8%,-2.6%,0.0%,-0.1%,2.4%,-6.3%,35.1%
CN(CCO)CCC(=O)NC1(C)CS(=O)(=O)CC1S(=O)(=O)O (stereo not drawn),-2.3%,0.2,56,-0.1%,10.0%,0.3%[50 µM],0.4%,19.0%,25.3%,-2.8%
O=C(Oc1ccc2c3c(c(=O)oc2c1)CCCC3)c1ccco1,-18.5%,3.2,53,4.0%,10.3%,0.2%,0.3%,14.4%,2.0%,-6.1%
O=[N+]([O-])c1cc(S(=O)(=O)C(F)(F)F)ccc1Sc1nc2ccccc2s1,-2.0%,-1.1,31,-5.3%,15.0%,-0.5%,-0.9%,8.2%,-5.2%,3.8%

Next structures follow:
canonical_smiles,Dengue-2 NS5 capping,NTR1 agonist,NTR1 agonist cell count 20 µM,RSV antiviral HEp-2,MgcRacGAP inhibition,UTI89 phage lysis,West Nile antiviral,SV40 large T antigen,AID2073,SIAH1 antagonists
COc1c(-c2ccc([N+](=O)[O-])cc2[N+](=O)[O-])c(=O)n(C)c(=O)n1C,-2.0%,3.0,48,6.9%,/,0.3%,0.9%,15.2%,-5.8%,1.5%
O=C(CSc1ccc2nnc(-c3cccnc3)n2n1)NCc1ccc2c(c1)OCO2,-2.1%,0.8,86,1.3%,10.7%,-0.3%,-0.2%,1.0%,2.6%,0.9%
CS(=O)(=O)c1nc(-c2ccco2)cc(C(F)(F)F)n1,/,-1.4,94,-2.3%,/,/,-0.9%,17.0%,-23.0%,3.9%
N#CCCN1CCn2c1nc1ccccc12,-6.6%,-0.4,61,2.7%,7.5%,1.4%,0.4%,-7.0%,-4.2%,0.1%
Cc1cccc(Nc2ccc(C(=O)N3CCOCC3)cn2)c1,-0.7%,0.8,47,-0.3%,0.1%,-0.3%,-0.6%,12.5%,13.4%,1.2%
Cc1nnc(NC(=O)CSc2nnc(Cc3cccn3C)n2-c2cccc(C(F)(F)F)c2)s1,-2.1%,1.7,54,-0.2%,-3.1%,5.3%,-0.3%,4.0%,0.7%,-0.4%
Cc1cnn(CCC(=O)NNC(=S)Nc2cccc(Cl)c2)c1,-12.8%,-1.1,54,-0.6%,-2.9%,2.2%,0.2%,21.2%,-20.1%,2.3%
Cc1ccc(S(=O)(=O)NCCC(=O)N(C)Cc2cccs2)cc1,4.6%,-1.2,41,1.6%,7.5%,0.2%[50 µM],/,/,/,/
CCc1cc(C(c2cccc(OC)c2)N2CCOCC2)c(NC(=O)c2ccccc2)s1 (stereo not drawn),-8.1%,6.1,58,-0.5%,10.2%,3.3%,0.1%,1.9%,-7.8%,-2.2%
Cc1ccc(NS(=O)(=O)c2ccc3c(c2)oc(=O)n3C)cc1C,0.0%,-1.8,49,-1.4%,9.0%,0.2%,-0.7%,-2.5%,3.5%,-0.8%
N#Cc1ccccc1S(=O)(=O)N1CCN(C(=O)c2cc(=O)[nH]c3ccccc23)CC1,3.0%,-1.4,62,-0.5%,2.8%,0.6%[50 µM],/,/,/,/
O=C(OCC(=O)N1CCc2ccccc21)c1n[nH]c(=O)c2ccccc12,-4.4%,-1.5,52,1.0%,4.8%,0.7%[50 µM],/,/,/,/

New compounds follow.
canonical_smiles,Dengue-2 NS5 capping,NTR1 agonist,NTR1 agonist cell count 20 µM,RSV antiviral HEp-2,MgcRacGAP inhibition,UTI89 phage lysis,West Nile antiviral,SV40 large T antigen,AID2073,SIAH1 antagonists
Cc1ccccc1NC(=O)CN1C(=O)COc2ccc(S(=O)(=O)N3CCCC3)cc21,-6.2%,0.2,51,-0.1%,0.0%,0.2%,0.1%,2.9%,-8.9%,6.4%
COCCNc1nnc(SC(C)C(=O)Nc2c(C)n(C)n(-c3ccccc3)c2=O)s1 (stereo not drawn),-1.3%,0.7,56,1.6%,8.9%,1.1%[50 µM],-0.4%,27.8%,5.8%,8.9%
Cc1ccc(-n2c(SCC(=O)O)nc3c(sc(=S)n3-c3ccc(C)c(C)c3)c2=O)cc1,-0.7%,1.3,81,2.3%,-1.9%,-0.3%,1.5%,29.2%,0.0%,-0.9%
CC(=O)c1cccc(Nc2cc(C)nc3ccccc23)c1,-3.1%,2.9,58,0.9%,-9.7%,-0.3%,-0.2%,11.1%,12.7%,-0.4%
CC(C)CNC(=O)CC(c1ccccc1)c1c(O)ccc2ccccc12 (stereo not drawn),-0.8%,1.0,87,0.0%,10.5%,0.4%,-0.4%,0.7%,6.1%,0.8%
Clc1ccc(CSc2nnc(-c3ccccn3)n2Cc2ccco2)c(Cl)c1,-7.6%,6.8,93,0.8%,10.2%,-0.6%,-0.2%,6.5%,17.8%,-6.2%
Cc1ccc(S(=O)(=O)N(C)c2ccccc2)cc1,-8.8%,3.6,49,4.7%,1.2%,-0.1%,-0.9%,4.8%,-2.3%,-0.5%
Cc1cccc(C(=O)N2CCN(c3ccc([N+](=O)[O-])c(N4CCOCC4)c3)CC2)c1,-3.2%,-1.3,36,2.6%,-0.5%,-1.5%,-0.4%,1.9%,-3.1%,-3.5%
CCN(CCn1cccn1)C(=O)CC1C(=O)NCCN1Cc1ccc(F)c(F)c1 (stereo not drawn),7.4%,-1.2,58,-1.5%,-0.7%,1.6%,1.2%,/,10.3%,1.4%
CCOc1cccc(=O)c2c(C)n(C)c(C)c12,16.9%,0.9,78,-1.8%,30.1%,5.5%,0.8%,30.0%,0.4%,0.3%
CCOc1cc(/C=N/OC(C)=O)ccc1OCc1ccccc1,-7.8%,-0.1,30,?,2.1%,-0.3%,0.5%,3.5%,-2.9%,-2.6%
CC(NC(=O)CSc1nnc(CC(=O)Nc2ccc(Cl)c(Cl)c2)n1C)c1ccccc1 (stereo not drawn),1.9%,0.7,52,0.7%,5.9%,0.3%,0.3%,4.8%,6.7%,-2.7%

The results go on.
canonical_smiles,Dengue-2 NS5 capping,NTR1 agonist,NTR1 agonist cell count 20 µM,RSV antiviral HEp-2,MgcRacGAP inhibition,UTI89 phage lysis,West Nile antiviral,SV40 large T antigen,AID2073,SIAH1 antagonists
COc1ccc2c(CC(=O)OCC(=O)Nc3ccccc3[N+](=O)[O-])coc2c1,-1.8%,3.7,79,0.9%,11.1%,0.1%,-0.6%,5.5%,3.9%,-4.4%
Cn1nnnc1SCC(=O)N1N=C(c2ccc(Cl)cc2)CC1c1ccco1 (stereo not drawn),2.2%,-2.2,55,/,10.8%,1.2%,/,/,/,/
CCN(CCCNC(=O)C1CCC(=O)N1C1CCCC1)c1cccc(C)c1 (stereo not drawn),8.0%,3.0,35,-1.7%,19.9%,0.3%,-0.5%,20.2%,-8.9%,4.1%
COCCCNC(=S)Nc1ccc(N2CCCCC2)cc1,2.3%,0.7,69,1.7%,-1.5%,0.5%,-0.2%,36.5%,-7.2%,-0.1%
CCN(C(=O)CSc1nncs1)c1c(N)n(Cc2ccccc2)c(=O)[nH]c1=O,-5.5%,-0.4,98,3.0%,-4.4%,-0.1%,0.8%,-0.2%,-0.4%,-7.7%
COc1ccccc1Nc1ncccc1C(=O)O,0.0%,-2.6,79,1.7%,6.3%,-1.8%,-0.2%,6.2%,/,/
CCc1cccc(N(C(=O)c2csnn2)C(C(=O)NC2CCCC2)c2cccnc2)c1 (stereo not drawn),-7.5%,0.2,62,1.3%,5.0%,-0.1%,-0.8%,20.4%,-5.2%,11.3%
O=C1C(Cc2ccccc2)Nc2ncnc(N3CCOCC3)c2N1Cc1ccc(Br)cc1 (stereo not drawn),-2.8%,-0.3,100,1.9%,8.1%,-1.4%,/,22.4%,/,/
CCc1ccc(N/C(SCc2cccc(F)c2)=C(/C#N)C(=O)NCc2ccco2)cc1,0.8%,11.9,73,6.8%,-9.7%,0.6%,1.8%,8.9%,-3.8%,2.0%
CCOC(=O)C1C(=O)CC(C)(O)C(C(=O)OCC)C1/C=C/c1ccccc1 (stereo not drawn),-4.1%,/,/,/,4.8%,-0.2%,0.2%,-0.8%,-9.2%,-6.4%
Cc1cc(C)c2c(-n3cccc3)c(C(=O)NNS(=O)(=O)c3ccccc3)sc2n1,8.1%,1.8,93,15.3%,7.8%,-0.7%,-0.6%,14.6%,-0.3%,-1.1%
CSc1nnc(N2C(=O)C(O)=C(C(=O)c3ccco3)C2c2cccc(Cl)c2)s1 (stereo not drawn),1.8%,/,/,4.2%,10.7%,1.1%,1.1%,18.3%,-7.3%,1.5%
